GALR2 antag – antagonists of human galanin receptor 2 (GALR2) | GALR2-expressing cells, antagonist mode | inhibition, % at 4 µM | 140,000 tested, 0.39% active | AID 828; in the data active = inhibition above about 27%;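 note: cells stimulated with galanin 1-16 at roughly its EC80; 0% = agonist challenge control and 100% = basal control without agonist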
Target sequence (O43603 whole entry, looked up): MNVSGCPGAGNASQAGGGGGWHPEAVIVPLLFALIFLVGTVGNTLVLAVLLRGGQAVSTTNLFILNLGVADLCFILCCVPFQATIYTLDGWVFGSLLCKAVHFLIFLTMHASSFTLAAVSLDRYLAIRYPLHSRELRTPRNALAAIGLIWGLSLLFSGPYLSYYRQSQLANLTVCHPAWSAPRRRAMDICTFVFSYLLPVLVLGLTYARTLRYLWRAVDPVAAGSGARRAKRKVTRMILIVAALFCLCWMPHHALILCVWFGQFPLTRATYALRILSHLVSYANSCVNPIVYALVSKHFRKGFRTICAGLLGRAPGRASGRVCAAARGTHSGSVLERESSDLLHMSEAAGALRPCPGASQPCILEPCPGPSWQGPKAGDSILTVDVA
HCT116 PTEN-null – growth suppressors of cells with PTEN tumor suppressor deletion; 140,000 tested, 1.2% active; viability, % at 10 µM; HCT116 PTEN-null viability, CellTiter-Glo, 60 h; hits give low values;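 active = viability at or below a set limit, 4 SD under the median of all tested compounds, cut at about 3.7% in these data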;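 note: PTEN knockout HCT116 line with beta catenin targeted HCT116 as companion control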
Yeast life ext – extends the lifespan of yeast | inhibition of the nicotinamide effect, % at 10 µM | 130,000 tested, 0.68% active | S. cerevisiae growth with nicotinamide, OD615; deaD strain in restrictive glucose medium | AID 775;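 active = inhibition above a set limit, placed 3 SD over the median of all compounds, cut at about 26% in these data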;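 note: 0% = nicotinamide-treated wells and 100% = cells grown without nicotinamide; some compounds called inactive have numbers as strong as hits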
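Test system – modified budding yeast, DeaD strain · Compound – single dose 10 µM compound, 0.25% DMSO · Times – culture preincubation 4 h, compound exposure 48 h, both 30 °C · Detection – optical density (absorbance) at 615 nm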
HCT116 bCat-KO – beta-catenin-lacking colon tumor cell growth suppression | viability, % at 10 µM | AID 818 | 140,000 tested, 1.5% active | HCT116 beta-catenin knockout viability, CellTiter-Glo, 60 h; hits give low values;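 active = viability at or under a set limit, the compound median less 4 SD, cut at about 6% in these data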;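 note: 0% = Hyamine 1622 control at 20 µM and 100% = untreated cell control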
BB579 growth dn – chemicals that inhibit yeast BB579 growth in restrictive medium (lifespan-shortening candidates) | S. cerevisiae BB579 growth, OD615, 48 h | inhibition, % at 10 µM | 140,000 tested, 0.51% active | AID 804;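 active = inhibition above a set limit, 3 SD over the mean compound inhibition, cut at about 44% in these data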; note: inactives centre near -24
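System: DeaD yeast strain BB579; buffer or medium: CSMM-D dextrose restrictive medium; technique: OD at 615 nm; schedule: 4 h cell preincubation, 48 h compound exposure, 30 °C humidified; doses: single 10 µM dose; controls: amphotericin B 10 µg/mL, positive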
Measles CPE – protection of cells from measles virus; AID 841; 140,000 tested, 1.5% active; Measles virus-infected cells, CPE protection, absorbance; protection (pct of control), % at 4 µM; in the data active = protection mostly above about 24%, no sharp cut-off; inactive = mostly below about 26%; note: some compounds called inactive have numbers as strong as hits
E-sel TNF inh – blocks E-selectin expression induced by TNF alpha; HUVEC TNFa-induced E-selectin immunofluorescence, high content; inhibition, % at 2 µM; 120,000 tested, 0.71% active;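 active = inhibition above the batch mean plus 3 SD, and confirmed as a hit on visual image review, cut at about 43% in these data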;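 note: 0% = TNF-stimulated DMSO wells and 100% = unstimulated control wells; not every result past the cut was called active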
NPY Y2 blocker – antagonists of human neuropeptide Y receptor Y2 | NPY-Y2 expressing cells, antagonist mode | inhibition, % at 2.7 µM | 140,000 tested, 0.99% active | AID 793; in the data active = inhibition above about 17%;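 note: 0% = vehicle with agonist challenge and 100% = reference antagonist with challenge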
Target sequence (P49146 whole entry, looked up): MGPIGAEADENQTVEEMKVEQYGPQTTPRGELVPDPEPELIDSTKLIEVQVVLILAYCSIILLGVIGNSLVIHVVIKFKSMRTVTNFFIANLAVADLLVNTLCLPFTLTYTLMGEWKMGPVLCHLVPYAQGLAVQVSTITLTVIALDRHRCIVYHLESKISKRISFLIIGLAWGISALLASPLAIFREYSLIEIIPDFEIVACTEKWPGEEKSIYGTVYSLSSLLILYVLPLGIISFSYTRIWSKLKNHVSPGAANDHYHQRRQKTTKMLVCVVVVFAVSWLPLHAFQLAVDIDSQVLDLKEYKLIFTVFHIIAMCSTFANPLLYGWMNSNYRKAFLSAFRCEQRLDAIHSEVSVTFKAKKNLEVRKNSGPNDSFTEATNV
MRP-1 activ – MRP-1 activation. H69AR cells + doxorubicin, viability rescue, CellTiter-Glo. viability increase, % at 10 µM. 140,000 tested, 0.61% active. AID 799;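 active = viability gain under doxorubicin at or above a set limit, the compound median plus 3 SD, cut at about 4.7% in these data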;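 note: MRP-1 overexpressing cells given doxorubicin 25 µM after compound pretreatment; 18-22 h compound pretreatment then 72 h with doxorubicin before readout; 0% = doxorubicin-only wells and 100% = vehicle-treated cells without doxorubicin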
Phagocytosis inh – blocks phagocytosis by macrophages. 110,000 tested, 0.07% active. AID 1029. J774A.1 macrophage IgG-bead phagocytosis, imaging. inhibition, % at 5 µM;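 active = inhibition above the mean of the plate negative controls plus 5 SD, cut at about 13% in these data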;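 note: phagocytic index as fraction of beads internalized from green versus red external bead signal; plate controls were DMSO negative control for no effect and cytochalasin-D positive control for full effect; some results beyond the cut were filed as inactive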
Starred values were filed as active, the others as inactive.

Results for COc1cc(C2c3c(-c4cc(Cl)c(C)cc4O)n[nH]c3C(=O)N2Cc2cccnc2)ccc1O (configuration not stated) ?
GALR2 antag: -3; HCT116 PTEN-null: 81; Yeast life ext: -10; HCT116 bCat-KO: 99; BB579 growth dn: -40; Measles CPE: 18; NPY Y2 blocker: 12; MRP-1 activ: -0.6; Phagocytosis inh: 0

Results for C#CCOC(=O)c1ccccc1C(=O)OCC#C ?
GALR2 antag: -5; HCT116 PTEN-null: 97; Yeast life ext: -30; HCT116 bCat-KO: 92; BB579 growth dn: -11; Measles CPE: 7; NPY Y2 blocker: 2; MRP-1 activ: -2.6; Phagocytosis inh: 0

What do the screens show for `CCN(CC)S(=O)(=O)c1cccc(C(=O)N/N=C/c2cc(OC)c(O)c(OC)c2)c1`?
GALR2 antag: 2; HCT116 PTEN-null: 87; Yeast life ext: -1; HCT116 bCat-KO: 89; BB579 growth dn: -30; Measles CPE: 15; NPY Y2 blocker: 4; MRP-1 activ: 2.6; Phagocytosis inh: 0

Results for COc1ccc(NS(=O)(=O)c2cc(C)ccc2NC(=O)c2cc(C)oc2C)cc1 ?
GALR2 antag: 7; HCT116 PTEN-null: 12; Yeast life ext: -26; HCT116 bCat-KO: 11; BB579 growth dn: 8; Measles CPE: 0; E-sel TNF inh: 2; NPY Y2 blocker: 36*; MRP-1 activ: -4.0; Phagocytosis inh: 1

What do the screens show for `CCOn1c(SCC)nc2ccccc2c1=O`?
GALR2 antag: 5; HCT116 PTEN-null: 100; Yeast life ext: -26; HCT116 bCat-KO: 100; BB579 growth dn: -5; Measles CPE: 13; E-sel TNF inh: 2; NPY Y2 blocker: 3; MRP-1 activ: -2.6; Phagocytosis inh: -2

Results for CN(CCO)c1ccc([N+](=O)[O-])cc1C(=O)O ?
GALR2 antag: -16; HCT116 PTEN-null: 102; Yeast life ext: -11; HCT116 bCat-KO: 102; BB579 growth dn: -31; Measles CPE: 8; E-sel TNF inh: -43; NPY Y2 blocker: 0; MRP-1 activ: -0.3; Phagocytosis inh: 0

What do the screens show for `C/C=C(\C)c1nnc(NC(=O)C(C)C)s1`?
GALR2 antag: -1; HCT116 PTEN-null: 112; Yeast life ext: -20; HCT116 bCat-KO: 95; BB579 growth dn: 4; Measles CPE: 26; E-sel TNF inh: 6; NPY Y2 blocker: 0; MRP-1 activ: -0.3; Phagocytosis inh: -1

Results for COc1ccc(C)cc1NC(=O)CSc1nnc(-c2ccco2)n1N ?
GALR2 antag: -7; HCT116 PTEN-null: 97; Yeast life ext: -19; HCT116 bCat-KO: 95; BB579 growth dn: -23; Measles CPE: 7; E-sel TNF inh: 7; NPY Y2 blocker: 1; MRP-1 activ: -2.2

Results for O=C(O)CCC(=O)N1CCc2cc(S(=O)(=O)N3CCN(c4ccc(F)cc4)CC3)ccc21 ?
GALR2 antag: 11; HCT116 PTEN-null: 95; Yeast life ext: -8; HCT116 bCat-KO: 96; BB579 growth dn: -27; Measles CPE: 8; NPY Y2 blocker: 0; MRP-1 activ: 0.0; Phagocytosis inh: 1

Results for Cc1ccc(N(CC(=O)Nc2ccc(F)cc2)S(=O)(=O)N2CCCC2)cc1 ?
GALR2 antag: 3; HCT116 PTEN-null: 87; Yeast life ext: -4; HCT116 bCat-KO: 92; BB579 growth dn: -43; Measles CPE: 6; E-sel TNF inh: -11; NPY Y2 blocker: 1; MRP-1 activ: -1.9; Phagocytosis inh: -1

What do the screens show for `Cc1ccc(NC(=O)CC2CS(=O)(=O)CC2CC(=O)Nc2ccc(C)c(C)c2)cc1C` (configuration not stated)?
GALR2 antag: -9; HCT116 PTEN-null: 96; Yeast life ext: -10; HCT116 bCat-KO: 96; BB579 growth dn: -44; Measles CPE: 17; E-sel TNF inh: 15; NPY Y2 blocker: 0; MRP-1 activ: -0.6

How did O=C(CSc1ncnc2c1oc1ccccc12)Nc1cccc(C(F)(F)F)c1 do in these assays?
GALR2 antag: 10; HCT116 PTEN-null: 97; Yeast life ext: -3; HCT116 bCat-KO: 84; BB579 growth dn: -48; Measles CPE: 40; E-sel TNF inh: 10; NPY Y2 blocker: 8; MRP-1 activ: -3.5; Phagocytosis inh: 0

Results for CC(C)c1ccc(/C=N/NC(=O)CN(c2cccc(Cl)c2Cl)S(C)(=O)=O)cc1 ?
GALR2 antag: -6; HCT116 PTEN-null: 53; Yeast life ext: -7; HCT116 bCat-KO: 50; BB579 growth dn: 1; Measles CPE: 9; E-sel TNF inh: -19; NPY Y2 blocker: 0; MRP-1 activ: -5.4

How did COc1ccc(CCNC(=O)CN2CCOc3ccccc32)cc1OC do in these assays?
GALR2 antag: -3; HCT116 PTEN-null: 91; Yeast life ext: 2; HCT116 bCat-KO: 89; BB579 growth dn: -22; Measles CPE: 6; E-sel TNF inh: 1; NPY Y2 blocker: 1; MRP-1 activ: -1.6

How did O=C1S/C(=C\c2ccc(N3CCOCC3)o2)C(=O)N1Cc1c(F)cccc1Cl do in these assays?
GALR2 antag: 4; HCT116 PTEN-null: 75; Yeast life ext: -5; HCT116 bCat-KO: 72; BB579 growth dn: -52; Measles CPE: 8; NPY Y2 blocker: -1; MRP-1 activ: -1.6

What do the screens show for `CN(CC(=O)Nc1ccc(F)c(F)c1F)C1CCCCC1`?
GALR2 antag: -5; HCT116 PTEN-null: 97; Yeast life ext: 4; HCT116 bCat-KO: 87; BB579 growth dn: -4; Measles CPE: 8; E-sel TNF inh: 5; NPY Y2 blocker: 4; MRP-1 activ: 0.8

Results for CCOC(=O)c1c(NC(=S)NC(C)=O)sc(C)c1C ?
GALR2 antag: -6; HCT116 PTEN-null: 97; Yeast life ext: -4; HCT116 bCat-KO: 91; BB579 growth dn: 0; Measles CPE: 15; E-sel TNF inh: -17; NPY Y2 blocker: 1; MRP-1 activ: -1.8; Phagocytosis inh: -13

Results for CNC(=O)/C=C1\NC(C)(C)Cc2c1ccc1ccccc21 ?
GALR2 antag: -4; HCT116 PTEN-null: 56; Yeast life ext: -21; HCT116 bCat-KO: 55; BB579 growth dn: -2; Measles CPE: 22; E-sel TNF inh: -20; NPY Y2 blocker: 2; MRP-1 activ: -4.8

What do the screens show for `Cn1c(=O)[nH]c(=O)c2c1nc(Br)n2CCC(=O)c1ccccc1`?
GALR2 antag: 6; HCT116 PTEN-null: 74; Yeast life ext: -5; HCT116 bCat-KO: 67; BB579 growth dn: -18; Measles CPE: 10; E-sel TNF inh: 26; NPY Y2 blocker: -1; MRP-1 activ: -3.7; Phagocytosis inh: 0

Results for CC1CC2=C(C(=O)O1)C(c1ccc(Cl)cc1)Nc1ccccc1N2 (configuration not stated) ?
GALR2 antag: -19; HCT116 PTEN-null: 78; Yeast life ext: 2; HCT116 bCat-KO: 87; BB579 growth dn: -35; Measles CPE: 7; NPY Y2 blocker: 1; MRP-1 activ: -2.0; Phagocytosis inh: -4

Arranged by SMILES length (highest first): some entries from above
Results for COc1cc(C2c3c(-c4cc(Cl)c(C)cc4O)n[nH]c3C(=O)N2Cc2cccnc2)ccc1O (configuration not stated) ?
GALR2 antag: -3; HCT116 PTEN-null: 81; Yeast life ext: -10; HCT116 bCat-KO: 99; BB579 growth dn: -40; Measles CPE: 18; NPY Y2 blocker: 12; MRP-1 activ: -0.6; Phagocytosis inh: 0

Results for Cc1ccc(N(CC(=O)Nc2ccc(F)cc2)S(=O)(=O)N2CCCC2)cc1 ?
GALR2 antag: 3; HCT116 PTEN-null: 87; Yeast life ext: -4; HCT116 bCat-KO: 92; BB579 growth dn: -43; Measles CPE: 6; E-sel TNF inh: -11; NPY Y2 blocker: 1; MRP-1 activ: -1.9; Phagocytosis inh: -1

Results for CCOC(=O)c1c(NC(=S)NC(C)=O)sc(C)c1C ?
GALR2 antag: -6; HCT116 PTEN-null: 97; Yeast life ext: -4; HCT116 bCat-KO: 91; BB579 growth dn: 0; Measles CPE: 15; E-sel TNF inh: -17; NPY Y2 blocker: 1; MRP-1 activ: -1.8; Phagocytosis inh: -13

(more compounds)
How did CC(Sc1nncn1C)C(=O)Nc1ccc(Cl)cn1 (configuration not stated) do in these assays?
GALR2 antag: 8; HCT116 PTEN-null: 97; Yeast life ext: 1; HCT116 bCat-KO: 96; BB579 growth dn: -21; NPY Y2 blocker: 0; MRP-1 activ: 4.9*; Phagocytosis inh: -11

Results for COc1ccc(OCC(O)Cn2c(Nc3cccc(C)c3)nc3c2c(=O)n(C)c(=O)n3C)cc1 (configuration not stated) ?
GALR2 antag: -3; HCT116 PTEN-null: 85; Yeast life ext: 4; HCT116 bCat-KO: 87; BB579 growth dn: -21; Measles CPE: 12; E-sel TNF inh: -11; NPY Y2 blocker: -3; MRP-1 activ: -0.8; Phagocytosis inh: 0

How did Cn1cccc1Cc1nnc(SCC(=O)N2CCCc3ccccc32)n1-c1ccc(F)cc1 do in these assays?
GALR2 antag: 7; HCT116 PTEN-null: 89; Yeast life ext: -5; HCT116 bCat-KO: 100; BB579 growth dn: -40; Measles CPE: 36; E-sel TNF inh: 11; NPY Y2 blocker: 0; MRP-1 activ: -5.2; Phagocytosis inh: 0

How did COc1cc(C(c2c(C)[nH][nH]c2=O)c2c(C)[nH][nH]c2=O)ccc1OC(=O)c1cccc([N+](=O)[O-])c1 do in these assays?
GALR2 antag: -7; HCT116 PTEN-null: 75; Yeast life ext: -25; HCT116 bCat-KO: 95; BB579 growth dn: -34; Measles CPE: 4; E-sel TNF inh: -42; NPY Y2 blocker: 0; MRP-1 activ: -4.6; Phagocytosis inh: 0

How did COC(=O)CCC(=O)NC(=S)Nc1cc(Cl)ccc1Cl do in these assays?
GALR2 antag: -1; HCT116 PTEN-null: 75; Yeast life ext: -22; HCT116 bCat-KO: 81; BB579 growth dn: -19; Measles CPE: 4; E-sel TNF inh: -40; NPY Y2 blocker: 5; MRP-1 activ: -5.0; Phagocytosis inh: -2

How did CC(C)CN(CC(C)C)S(=O)(=O)N1CCC(C(=O)NCc2cccs2)CC1 do in these assays?
GALR2 antag: -11; HCT116 PTEN-null: 84; Yeast life ext: -1; HCT116 bCat-KO: 89; BB579 growth dn: -47; Measles CPE: 1; E-sel TNF inh: 6; NPY Y2 blocker: 1; MRP-1 activ: -1.4; Phagocytosis inh: -4

Results for O=C(NC1CCCCC1)[C@H](CSCc1ccccc1)N1Cc2ccccc2C1=O ?
GALR2 antag: -2; HCT116 PTEN-null: 78; Yeast life ext: 2; HCT116 bCat-KO: 79; BB579 growth dn: -5; Measles CPE: 6; E-sel TNF inh: -16; NPY Y2 blocker: 2; MRP-1 activ: -2.7

Results for CC1=NC(C)(C)Cc2ccccc21 ?
GALR2 antag: 3; HCT116 PTEN-null: 95; Yeast life ext: -22; HCT116 bCat-KO: 107; BB579 growth dn: -15; Measles CPE: 13; E-sel TNF inh: 1; NPY Y2 blocker: 0; MRP-1 activ: -2.1

Results for Cc1onc(-c2ccccc2)c1C(=O)Nc1nc(-c2cc(F)ccc2F)cs1 ?
GALR2 antag: 13; HCT116 PTEN-null: 64; Yeast life ext: -10; HCT116 bCat-KO: 74; BB579 growth dn: -29; Measles CPE: 5; E-sel TNF inh: 11; NPY Y2 blocker: -1; MRP-1 activ: -1.3; Phagocytosis inh: 0
